APP 5'UTR act – APP 5'UTR luciferase reporter activation; SH-SY5Y APP 5'UTR luciferase reporter, luminescence; zero percent = DMSO vehicle wells; activation, % at 2 µM; actives 1% (n = 190,000); AID 1276;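 active means activation above a set limit, based on mean plus 3 SD of controls, cut at about 140% in these data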; further: values of inactives mirror those of a sister screen read the other way
STAT3 inh – inhibitors of IL-6 induced STAT3 signaling | U3A cells, IL-6 STAT3-luciferase reporter, luminescence; host cell line lacks STAT1 | inhibition, % at 5.5 µM | actives 0.89% (n = 190,000) | AID 862;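 active means inhibition above the mean inhibition across all screened compounds plus 3 SD, cut at about 44% in these data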;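 further: 0% = DMSO only wells and 100% = 100 µM nifuroxazide control wells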
ROMK mod – human ROMK K+ channel modulation, primary screen; Tet-inducible ROMK, thallium flux fluorescence; actives lie on both sides; B-score at 10 µM; actives 2% (n = 130,000); P48048;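 active means signal ratio slope over the read window, or its plate-corrected B-score, at least 3 SD from the plate mean, either direction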;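 further: B-score of the F/F0 ratio slope over 7 to 12 s after thallium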
Target sequence (P48048 whole entry, looked up): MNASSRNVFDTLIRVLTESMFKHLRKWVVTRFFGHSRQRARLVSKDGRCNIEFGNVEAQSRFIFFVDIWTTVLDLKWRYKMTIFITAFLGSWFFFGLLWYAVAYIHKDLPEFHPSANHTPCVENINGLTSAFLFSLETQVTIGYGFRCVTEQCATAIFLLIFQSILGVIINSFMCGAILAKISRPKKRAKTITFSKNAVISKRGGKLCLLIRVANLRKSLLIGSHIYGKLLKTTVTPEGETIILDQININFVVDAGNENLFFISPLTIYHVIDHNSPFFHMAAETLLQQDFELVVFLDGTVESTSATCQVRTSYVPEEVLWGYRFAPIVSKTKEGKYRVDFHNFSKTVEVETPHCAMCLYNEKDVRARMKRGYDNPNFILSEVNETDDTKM
APP transl inh – APP translation inhibition | SH-SY5Y APP 5'UTR-luciferase reporter, luminescence | inhibition, % at 2 µM | actives 0.82% (n = 190,000) | AID 1285;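 active means inhibition above a set limit, derived from the sample mean plus 3 SD, cut at about 45% in these data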; further: values of inactives mirror those of a sister screen read the other way
STAT1 blocker – reduces IFN-gamma driven STAT1 reporter signal; NIH 3T3 STAT1-luciferase reporter, luminescence; inhibition, % at 5.5 µM; actives 0.35% (n = 200,000);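 active means inhibition above a set limit, the mean inhibition across all tested compounds plus 3 SD, cut at about 34% in these data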;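 further: 0% = IFN-gamma with DMSO and 100% = IFN-gamma with 300 µM nifuroxazide; values of inactives mirror those of a sister screen read the other way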
NF-kB expr up – raises NF-kB expression in human neuronal cells | fold change at 12.5 µM | actives 1.6% (n = 190,000) | NF-kB reporter expression; hits give high values; in the data active means fold change above about 3.3
FLuc stim CS – affects firefly luciferase, flagging false hits in luciferase stimulation screens | ATPlite luciferase biochemical, luminescence, 10 min; 0 = ATP-free wells, 1 = DMSO control | 200,000 tested, under 10 active | activation factor at 10 µM;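 active means luciferase activation factor, scaled between plate controls, of at least 2 with compound at 10 µM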
Target sequence (P08659 whole entry, looked up): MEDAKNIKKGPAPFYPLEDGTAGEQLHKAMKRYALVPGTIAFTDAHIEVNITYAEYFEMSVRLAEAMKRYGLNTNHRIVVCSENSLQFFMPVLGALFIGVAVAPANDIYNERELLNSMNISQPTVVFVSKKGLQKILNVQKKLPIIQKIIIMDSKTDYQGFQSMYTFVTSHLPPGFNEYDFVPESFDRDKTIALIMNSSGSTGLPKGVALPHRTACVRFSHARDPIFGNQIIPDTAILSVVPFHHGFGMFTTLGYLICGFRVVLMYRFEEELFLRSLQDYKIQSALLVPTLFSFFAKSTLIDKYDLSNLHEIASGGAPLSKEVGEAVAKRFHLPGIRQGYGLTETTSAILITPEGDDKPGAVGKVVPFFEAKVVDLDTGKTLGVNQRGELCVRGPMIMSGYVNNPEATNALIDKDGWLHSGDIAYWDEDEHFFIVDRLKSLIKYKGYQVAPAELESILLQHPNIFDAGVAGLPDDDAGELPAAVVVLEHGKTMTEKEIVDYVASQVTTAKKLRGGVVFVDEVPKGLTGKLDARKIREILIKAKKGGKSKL
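Material: Luciferase/luciferin reagent mix | Doses: Test compounds dosed from 2 mM stocks in 100% DMSO | Timing: 10 min incubation after luciferase reagent addition, room temperature | Measured by: Luminescence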
FLuc inhib CS – counter-screen for luciferase assay inhibitors: firefly luciferase inhibition; P08659; ATPLite firefly luciferase biochemical luminescence, 10 min; inhibition, % at 10 µM; actives 1.5% (n = 200,000); AID 1006;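 active means inhibition above about 50% when tested at 10 µM, limit read from the data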
STAT1 activator – activators of IFN-gamma induced STAT1 signaling; NIH 3T3 STAT1-luciferase reporter, luminescence; 100% = IFN-gamma alone, no compound; activation (% of control), % at 5.5 µM; actives 2.6% (n = 200,000); AID 932;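 active means activation above the screen-wide mean activation plus 3 SD, cut at about 130% in these data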;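 further: raw ratio to IFN-gamma control signal so 100% means no change and 0% no light; values of inactives mirror those of a sister screen read the other way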
STAT3 act – activators of IL-6 induced STAT3 signaling; U3A cells, IL-6 STAT3-luciferase reporter, luminescence; 100% = signal with IL-6 EC80 alone; activation (% of control), % at 5.6 µM; actives 0.91% (n = 190,000);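 active means activation above the screen-wide mean of compound activation plus 3 SD, cut at about 130% in these data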;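 further: 0% = background luminescence of wells with medium and substrate only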
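Material: STAT3-luciferase reporter U3A cells. Controls: IL-6-treated wells, 100% activation. Read-out: % activation versus median of IL-6-stimulated wells. Probe or stimulus: IL-6 stimulus at 33 ng/mL final. Timing: compound 1 h, then IL-6 6 h at 37 °C. Signal: reporter luminescence signal.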
Active calls of the source: *; · = not tested or not shown.

SMILES	APP 5'UTR act	STAT3 inh	ROMK mod	APP transl inh	STAT1 blocker	NF-kB expr up	FLuc stim CS	FLuc inhib CS	STAT1 activator	STAT3 act
Cc1ccc(NC(=O)CC(=O)c2ccc([N+](=O)[O-])cc2)cc1S(=O)(=O)Nc1cccc(Cl)c1	24	5	-0.06	-24	3	0.83	1	-1	96	99
Cc1c(C#N)c(N)nc2c3c(sc12)NC(=O)CC3c1ccc(F)cc1 (configuration not stated)	23	-4	0.64	-23	-4	0.76	1	-3	103	102
Cc1nn(-c2ccccc2)c2c1C(c1ccc(F)cc1F)C(C#N)=C(N)O2 (configuration not stated)	10	-17	-1.4	-10	4	1.3	1.1	-6	96	118
CCOc1ccc(N=c2oc3cc(O)ccc3cc2C(=O)NCC2CCCO2)cc1 (configuration not stated)	-8	26	·	8	-1	0.99	1	-4	101	80
COc1ccc(/C=C/C(=O)OCc2csc(-c3ccccc3)n2)cc1OC	2	3	·	-2	-5	1.2	1.1	-8	104	97
CC1=C(C(=O)Nc2ccccc2)C(c2ccc(C)o2)n2c(s/c(=C\c3ccco3)c2=O)=N1 (configuration not stated)	-4	10	-1.1	4	4	1.2	1.1	-8	96	98
CCCCNC(=O)C1CCCNC1=O (configuration not stated)	13	12	-0.0091	-14	2	1.1	1	-3	98	94
COc1ccc(CC2(CO)CCN(Cc3cnn(-c4ccccc4)c3)CC2)cc1	24	8	0.25	-24	-1	1.5	1.1	-7	100	97
Cc1noc(NS(=O)(=O)c2ccc(N/C=C\C(=O)c3ccc4c(c3)OCO4)cc2)c1C	22	-7	·	-22	-20	1.3	0.7	29	118	109
CN1CCN(C(=O)c2ccc3c(c2)NC(=O)C(C)(C)O3)CC1	-6	-6	·	6	1	1.2	1.1	-8	99	110
O=C(CNc1ccc(F)cc1)N/N=C1\CCCc2ccccc21	-16	10	-0.75	16	8	1	1	-1	93	93
Cn1c(=O)cc(SCC(=O)NCC2CCCO2)c2ccc(Cl)cc21 (configuration not stated)	-9	1	·	9	9	1.2	1.1	-6	91	101
CC(C)CCn1c(=O)c(C(=O)N/N=C/c2cccc(F)c2)c(O)c2ccccc21	-4	8	·	4	8	1.1	1	0	93	92
CC(C)C(NC(=O)c1ccc(C(C)(C)C)cc1)C(=O)NC1=NCCS1 (configuration not stated)	-2	8	1.6	2	0	1.3	1	0	100	98
Cc1c(N(C)C(=O)C2CCCN2S(=O)(=O)c2ccccc2)c(=O)n(-c2ccccc2)n1C (configuration not stated)	11	4	0.1	-11	2	1.5	1	2	98	100
COC(=O)c1ccc(C(=O)OC)c(NC(=O)COC(=O)C23CC4CC(CC(O)(C4)C2)C3)c1	12	2	-0.18	-12	6	0.51	1.1	-9	95	102
COc1ccc2[nH]cc(CCn3ccc(O)c(C/C=C/c4ccccc4)c3=O)c2c1	20	19	0.52	-20	-5	0.98	1	-5	103	88
O=C(C(Cc1ccccc1)n1cccc1)N1CCN(c2ccccc2)CC1 (configuration not stated)	2	10	·	-2	4	0.93	1	-2	96	96
CN(CC(O)COCc1cccs1)C1CCCCC1 (configuration not stated)	-5	-6	1.4	5	-7	0.82	1	-1	106	107
O=C(COC(=O)CNC(=O)c1ccccc1Cl)Nc1ncc(C(F)(F)F)cc1Cl	10	2	-1.1	-10	4	0.98	1	-4	96	97

Sorted by the number under FLuc stim CS (smallest number first): three from the list above.
structure,FLuc stim CS
Cc1noc(NS(=O)(=O)c2ccc(N/C=C\C(=O)c3ccc4c(c3)OCO4)cc2)c1C,0.7
O=C(C(Cc1ccccc1)n1cccc1)N1CCN(c2ccccc2)CC1 (configuration not stated),1
CN1CCN(C(=O)c2ccc3c(c2)NC(=O)C(C)(C)O3)CC1,1.1

(further entries)
SMILES	APP 5'UTR act	STAT3 inh	ROMK mod	APP transl inh	STAT1 blocker	NF-kB expr up	FLuc stim CS	FLuc inhib CS	STAT1 activator	STAT3 act
CS(=O)(=O)N1CCCC(C(=O)NCc2cccs2)C1 (configuration not stated)	7	1	·	-7	0	1.2	1	-3	100	102
O=C(c1ccc2snnc2c1)N1CCSCC1	2	10	0.0022	-2	4	1.2	1.1	-7	96	95
CC(C)CCOc1ccc(C(=O)CCNC(C)C(=O)O)cc1 (configuration not stated)	0	-1	-0.29	0	-7	1.1	1.1	-9	108	104
CCSc1ccc(-c2nn(-c3ccccc3)cc2/C=C(/C#N)C(=O)NCCCOC)cc1	-7	-6	·	7	-5	1.1	1	-2	104	106
Cc1csc(OCc2ccc(C#N)cc2)n1	3	8	·	-3	6	1.1	1.1	-7	94	97
COc1ccc(C(=O)NNC2=NC(C)(C)Cc3cc(C)c(C)cc32)cc1	-2	7	·	2	-2	1.2	1	-2	102	96
O=C(NCCc1ccc(Cl)cc1)c1nnc(Cc2ccc(Cl)cc2)o1	11	4	0.087	-11	-14	1	1.1	-11	113	96
O=C(N/N=C/c1cn[nH]c1-c1ccc(F)cc1)c1ccncc1	11	-5	0.98	-12	-2	1.4	1	-3	102	102
Cc1[nH][nH]c(=O)c1N=Nc1ccc(Cl)cc1	9	13	·	-9	-21	1	1	-1	118	90
COCc1cc(=O)[nH]c(=S)[nH]1	-11	-3	·	11	0	1	1	-4	100	105
O=C(COc1nsnc1N1CCOCC1)Nc1ccc(Cl)cc1	-18	16	-1.3	18	5	1.3	1	-3	94	92
S=c1[nH]nc(Cc2ccccc2)n1Cc1ccco1	3	-2	·	-3	-2	0.9	1	1	102	105
COCC(=O)N(C)c1nnc(-c2cnc(C)cn2)s1	-11	13	·	11	-4	1.2	1	-2	103	97
Cc1cccc(NC(=O)N(Cc2cc3cc(C)ccc3[nH]c2=O)CC2COCCO2)c1 (configuration not stated)	-9	12	0.53	9	8	0.83	1	-2	91	93
Cc1cc(C)cc(N2C(=O)CC(n3ccnc3)C2=O)c1 (configuration not stated)	-2	-13	·	2	-5	0.97	1	-1	104	112
Cc1oc2c(CN3CCOCC3)c(O)ccc2c(=O)c1-c1ccc(Br)cc1	10	12	0.36	-10	2	0.9	1.1	-5	99	93
O=C(O)c1ccc(-n2nnnc2SCc2ccccc2F)cc1	·	6	·	·	-1	0.93	1	-4	101	103
COc1ccc(CCNS(=O)(=O)c2ccc(OC)cc2)cc1	2	8	·	-2	7	1	1.1	-10	94	96
CCN(CC)CCN(C(=O)c1ccccc1OC)c1nc2ccc(F)cc2s1	5	0	-0.35	-4	-2	0.9	1.1	-9	101	112
Cc1nn2c(NCCCN(C)C)c3c(nc2c1-c1ccccc1)CCC3	4	2	-0.83	-4	1	1.4	1.1	-10	99	105

Nothing new here: 5 of the compounds above.
SMILES	APP 5'UTR act	STAT3 inh	ROMK mod	APP transl inh	STAT1 blocker	NF-kB expr up	FLuc stim CS	FLuc inhib CS	STAT1 activator	STAT3 act
COCc1cc(=O)[nH]c(=S)[nH]1	-11	-3	·	11	0	1	1	-4	100	105
O=C(COc1nsnc1N1CCOCC1)Nc1ccc(Cl)cc1	-18	16	-1.3	18	5	1.3	1	-3	94	92
S=c1[nH]nc(Cc2ccccc2)n1Cc1ccco1	3	-2	·	-3	-2	0.9	1	1	102	105
COCC(=O)N(C)c1nnc(-c2cnc(C)cn2)s1	-11	13	·	11	-4	1.2	1	-2	103	97
Cc1cccc(NC(=O)N(Cc2cc3cc(C)ccc3[nH]c2=O)CC2COCCO2)c1 (configuration not stated)	-9	12	0.53	9	8	0.83	1	-2	91	93

(continued)
SMILES	APP 5'UTR act	STAT3 inh	ROMK mod	APP transl inh	STAT1 blocker	NF-kB expr up	FLuc stim CS	FLuc inhib CS	STAT1 activator	STAT3 act
CCOC(=O)c1c(/N=C/C2=C(O)CC(C)(C)CC2=O)sc(C(C)=O)c1C	9	0	-0.68	-9	-13	1.4	1	0	108	104
Cc1ccc(S(=O)(=O)NNC(=O)c2sc(=S)n(C)c2C)cc1	24	-5	0.27	-24	-5	0.9	1	-5	104	103
CCOC(=O)CCCSc1nc2sc(C)c(C)c2c(=O)[nH]1	2	-4	·	-2	-9	1	1	1	106	103
CNC(=O)CSc1cn(CC(=O)N(C(C)C)C(C)C)c2ccccc12	5	-2	-1.8	-5	-2	1.1	1	-4	100	104
O=C(O)C1CCCCC1C(=O)Nc1ccc(Cl)cc1Cl (configuration not stated)	8	-3	-0.0035	-8	-5	1.4	1.1	-6	104	105
Cc1cccnc1NC(=O)c1ccc(S(=O)(=O)N2CC(C)OC(C)C2)cc1 (configuration not stated)	-16	5	0.98	16	3	1	1.1	-6	97	99
Cn1cccc1C(=O)NS(=O)(=O)c1ccccc1Cl	-27	1	·	27	3	1.2	1	2	96	102
O=c1nc2c(-c3ccccc3F)n[nH]n2c2ccccc12	5	-24	-0.23	-5	-37	1.7	0.5	47	134*	123
O=C(OCC(=O)N1CCCC1)c1ccccc1OCc1ccccc1	-9	-4	·	9	-6	1.3	0.8	18	106	107
Clc1ccc(SCc2cn3cccnc3n2)cc1	3	7	·	-3	-26	1.8	1	4	124	98
COc1ccc(C(CCO)NC(=O)c2cccs2)cc1OC (configuration not stated)	3	2	-0.64	-3	-5	1.4	1	0	103	104
Oc1ccc(-c2csc(Nc3ncccn3)n2)cc1O	-31	23	0.32	31	-36	12*	0.5	53*	133*	83
COC(=O)CCC(NC(=O)c1cc(-c2ccc3c(c2)OCCO3)oc1C)C(=O)OC (configuration not stated)	2	5	-1	-2	3	1.2	1	4	98	97
Cc1cc(NC(=O)CSc2nc3ccccc3n2CC(C)C)no1	5	-3	-0.034	-5	9	1.7	1.1	-5	90	111
CCCCC(=O)Nc1nnc(C)s1	-4	5	·	4	-2	0.97	1	-3	102	99
CN(C)CCCN(Cc1ccccc1)C(=S)NCc1ccccc1	22	12	-0.099	-22	-1	1.2	1.1	-8	100	96
Cc1oc(-c2ccc(Cl)cc2)nc1CN1CCCC(C(=O)NCCCN2CCCC2=O)C1 (configuration not stated)	·	22	·	·	12	0.84	1	-2	89	89
Cc1ccc(OCc2nc(-c3cccnc3)no2)cc1C	18	-2	-0.29	-18	-19	1.3	1	-4	116	105
O=c1cc(C(F)(F)F)[nH]c(=O)n1C1CCCCC1	-2	2	·	2	-10	1.1	1	-5	109	104
Cc1ccc(S(=O)(=O)N2CCN(C(=O)c3ccccn3)CC2)c(C)c1	-13	-7	-0.1	13	12	0.9	1.1	-8	88	107
O=C(c1ccc(N2C(=O)C3CCCCC3C2=O)cc1)N1CCCCC1 (configuration not stated)	-6	-2	0.38	6	3	0.94	1.1	-6	97	99
O=C(CSc1nnc2ccccn12)Nc1ncc(Cl)cc1Cl	16	-5	0.074	-16	-17	2	1.1	-9	116	109
COc1ccc(C2CCCN2C(=O)c2cccs2)cc1 (configuration not stated)	5	-2	·	-5	-5	1.2	1.1	-10	104	107
COc1cccc(CNC(=O)CCC2CCCN(c3cc(C)nc(N4CCCC4)n3)C2)c1 (configuration not stated)	8	-4	·	-8	-1	0.92	1	0	99	108
CC(=O)C1C(c2ccccc2Cl)NC(=O)NC1(O)C(F)(F)F (configuration not stated)	-7	9	·	6	-5	1	1	1	104	97
CCOC(=O)C1CN(S(=O)(=O)c2ccc(C)cc2)C1	2	-2	·	-2	5	1.2	1.1	-6	96	104
Cc1nc2sc(C(c3ccccc3)N3CCN(c4ccccc4F)CC3)c(O)n2n1 (configuration not stated)	2	3	·	-2	2	0.79	1	1	98	98
CCOc1ccc(/C(O)=C2\C(=O)C(=O)N(CCOCCO)C2c2ccccc2OC)cc1 (configuration not stated)	-2	0	·	2	-2	1.3	1	-2	102	100
O=C(N/N=C/c1ccc([N+](=O)[O-])o1)c1cn(-c2ccccc2)nc1-c1ccccc1	-3	3	-0.024	3	7	1	1	0	94	101
